Screens: PubChem BioAssay, The Scripps Research Institute Molecular Screening Center
SRC3 TRFRET art – counter-screen for PPARgamma SRC-3 recruitment agonists: TR-FRET artefact | PPARgamma/SRC-3 format; stronger effect = higher value | TR-FRET ratio at 8 µM | actives 0.39% (n = 99,000) | AID 1048; in the data active = TR-FRET ratio above about 2000; also: inactives centre near 1600; reference of the scale not given here
SRC1 TRFRET art – TR-FRET artefact, counter-screen to PPARgamma/SRC-1 agonist assay | TR-FRET detection artefact counter-screen, emission ratio; stronger effect = higher value | TR-FRET ratio at 8 µM | actives 0.34% (n = 99,000) | AID 1051; in the data active = TR-FRET ratio above about 2300; also: inactives centre near 1800; reference of the scale not given here
An asterisk follows results filed as active. Some of the compounds tested; count on the stated rates, not on these rows.

SMILES	SRC3 TRFRET art	SRC1 TRFRET art
CCc1cc2c(-c3ccccc3)cc(=O)oc2cc1OC(=O)c1cccs1	1690	1699
CC1CCCCC1NC(=O)CN1CCC(O)(c2ccc3c(c2)OCO3)CC1 (stereo not drawn)	1368	1681
CCc1cccc2cc3c(N)c(C(=O)Nc4ccc(S(=O)(=O)N5CCCC5)cc4)sc3nc12	1630	1854
Cn1ccc(-c2ccccc2)n1	1675	2124
COC(=O)c1c(NC(=O)COC(=O)c2ccc(C)s2)sc2c1CCCCC2	1742	1447
Fc1ccc(-n2c(-c3ccc4ccccc4n3)n[nH]c2=S)cc1	1632	1708
CC1(C)CC(=O)c2cnc(NCc3ccco3)nc2C1	1627	1880
Cc1cc(NC(=O)c2ccc(C#N)cc2)on1	1658	1964
CCOC(=O)CNc1nc(Cl)nc(Nc2ccccc2)n1	1385	1634
Cc1cc(C)c2[nH]c(O)c(N=NC(=S)NCC3CCCO3)c2c1 (stereo not drawn)	1585	1585
Cc1ccc(-n2ncc3c(SCc4cccnc4)ncnc32)c(C)c1	1461	1645
CCOCCn1c(=NC(=O)c2cc3ccccc3oc2=O)sc2cc(S(N)(=O)=O)ccc21	1609	1630
Cn1nc([N+](=O)[O-])nc1N1CCOCC1	1586	2066
CSC(=S)N/N=C/c1ccc(N(C)C)cc1	1658	1456
O=C(NCC1CCCO1)C(=O)c1c[nH]c2ccccc12 (stereo not drawn)	1707	1720
CC1(c2ccc3ccccc3c2)NC(=O)N(CC(=O)NCc2cccs2)C1=O (stereo not drawn)	1519	1606
O=C(O)Cn1cnc2sc3c(c2c1=O)CCCC3	1677	1840
S=C(Nc1ccc(Cl)cc1)c1sc(N2CCCCC2)nc1N1CCOCC1	1501	1941
CCOc1ccccc1N1CCN(C(=O)c2ccc3[nH]c4c(c3c2)CCCC4)CC1	1465	2026
CCOc1ccc(C(=O)NCc2ccccc2)cc1Br	1580	1888
CC1=NN(c2ccccc2)C(=O)C1/C=C1\NC(=S)NC1=O (stereo not drawn)	1612	1749
CCC(C(=O)OCC(=O)Nc1cc(Cl)cc(Cl)c1)c1ccccc1 (stereo not drawn)	1727	2008
C=CCN(c1ccccc1)S(=O)(=O)c1cc(C(=O)NC2=NCCS2)ccc1Cl	1401	1480
COc1ccc(O)c(C(=O)CC(=O)c2ccccc2C)c1	1695	1897
CC[C@H](C)[C@H](NC(=O)OCc1ccccc1)C(=O)Nc1ccc(NC(C)=O)cc1	1532	1935
COC(=O)CN(c1ccc(OCc2ccccc2)cc1)S(C)(=O)=O	1617	1856
O=c1c2ccccc2ncn1-c1ccc(Cl)cc1[N+](=O)[O-]	1599	1538
Fc1ccc(-c2cc(-c3nnc4n3CCCCC4)c3ccccc3n2)cc1	1601	1946
COc1ccc(C(=O)NCc2ccncc2)cc1OC	1579	1540
Cc1ccc(-c2cn3cc([N+](=O)[O-])ccc3n2)cc1	1552	1967
Cn1ncc(N=Cc2c(O)ccc3ccccc23)c1C(=O)Nc1cccc(Cl)c1	1524	1805
COc1ccc(CCN(Cc2cc3cc(C)ccc3[nH]c2=O)C(C)=O)cc1OC	1590	1657
CCCC(=O)Nc1cccc(NC(=O)c2cccc([N+](=O)[O-])c2C)c1	1702	2174
CC1(C)NC(=O)N(CCOc2cccc(Oc3ccccc3)c2)C1=O	1645	1779
Cc1nn(-c2ccccc2)c(Cl)c1/C=N/Nc1ccc(Cl)c(C(=O)O)c1	1546	1790
O=C(O)CNC(=S)N(Cc1ccccc1)Cc1ccccc1F	1406	1908
CC1(C(=O)OCC(=O)Nc2ccc3ccccc3c2)CC1(Cl)Cl (stereo not drawn)	1632	1729
Cc1ccc(CN2CCN(Cc3ccc4ncccc4c3)CC2CCO)cc1 (stereo not drawn)	1649	1906
O=[N+]([O-])c1cc(C(F)(F)F)ccc1NCCc1c[nH]c2ccccc12	1419	1635
COc1ccc(-n2c(C)cc(C(=O)CN3C(=O)NC4(CCc5ccccc54)C3=O)c2C)cc1 (stereo not drawn)	1600	1653
COc1ccc(/C=C/C(=O)Nc2cc(S(=O)(=O)N3CCCCC3)ccc2N2CCCCC2)cc1OC	1431	1870
Cc1cc(C(F)F)nn1CC(=O)NC1C(=O)N2C(C(=O)O)=C(CSc3nnnn3C)CSC12 (stereo not drawn)	1434	1653
CN(C)S(=O)(=O)c1ccc(NC(=O)CN2CCC(Cc3ccccc3)CC2)cc1	1517	1813
CCOC(=O)c1sc2nc(N3CCOCC3)c3c(c2c1N)CC(C(C)C)OC3 (stereo not drawn)	1773	1939
NC(=O)C(Cc1ccccc1)N1C(=O)c2ccccc2C1=O (stereo not drawn)	1547	1840
CCc1ccc(NC(=O)C(=O)NCc2ccccn2)cc1	1538	1652
COC(=O)N/N=C(\C)c1ccco1	1563	1548
COc1ccc(C(CC(=O)Nc2ccc(C)cc2)NC(=O)C(F)(F)F)cc1 (stereo not drawn)	1510	1879
CCN(CC)CCCN(Cc1cc2cc3c(cc2[nH]c1=O)OCO3)C(=S)Nc1ccccc1	1647	1609
CCOc1ccc(S(=O)(=O)N(C)c2ccc(OCC(=O)NCC3CCCO3)cc2)cc1 (stereo not drawn)	1439	1754
O=S(=O)(Nc1ccc(C(F)(F)F)cc1)c1cnc[nH]1	1657	1541
O=c1[nH]c(SCc2nc3ccccc3c(=O)n2-c2ccccc2C(F)(F)F)nc2ccccc12	1586	1842
COc1ccc(-c2nnc3ccc(SCC(=O)Nc4nccs4)nn23)cc1OC	1479	1934
O=C(NCc1cccs1)c1cc(-c2ccccc2)nc2ccccc12	1559	1754
COC(=O)c1sc2nc(CN3CCN(c4cccc(C(F)(F)F)c4)CC3)[nH]c(=O)c2c1C	1714	1696
O=C1N/C(=C/c2ccc(N3CCCC3)cc2)C(=O)N1c1ccccc1	1500	1761
CC(C)(C)C(=O)Nc1ccc(C(=O)NNC(=O)c2ccccc2)cc1	1577	1863
CCC(C)c1ccc(NC(=S)Nc2ccc(OC)cc2C)cc1 (stereo not drawn)	1563	1599
Cc1c([N+](=O)[O-])cc(C(=O)Oc2cccc(C(=S)N3CCOCC3)c2)cc1[N+](=O)[O-]	1608	1680
CCOC(=O)CN1N=C(c2ccc(Cl)s2)CSC1=O	1673	1578
Next section.
SMILES	SRC3 TRFRET art	SRC1 TRFRET art
O=S(=O)(Cc1ccccc1)N1CCC(N2CCN(c3ccccc3)CC2)CC1	1525	1912
CCCn1c(SCC(=O)Nc2ccc(Cl)cc2)n[nH]c1=O	1589	1543
COC(=O)c1ccccc1SC1CC(=O)N(c2ccccc2)C1=O (stereo not drawn)	1469	1712
CC(OC(=O)CC(NC(=O)c1ccccc1Cl)c1ccccc1)C(=O)Nc1cccc(Cl)c1Cl (stereo not drawn)	1469	1806
CNC(=O)[C@H](C)[C@@H]1C[C@@]1(C)[C@@H](NC(=O)OCc1ccccc1)c1ccccc1	1443	1591
Cc1cccc(N)c1-c1c(C)cccc1N	1529	1747
CC(C)(C)C(=O)Nc1ccc(C(=O)N/N=C/c2ccccc2OC(=O)c2ccc(Cl)cc2)cc1	1639	1607
O=C(COc1ccccc1)NCC(=O)Nc1cccc(S(=O)(=O)NC2=NCCC2)c1	1705	1976
O=C(COC(=O)/C=C/c1ccc(S(=O)(=O)N2CCOCC2)cc1)NC1CCCCCCC1	1313	1649
O=C(O)C(Cc1c[nH]c2ccccc12)NS(=O)(=O)c1ccc(Cl)cc1 (stereo not drawn)	1485	1821
O=C1CC[C@@H](CN(Cc2ccccn2)Cc2nc(Cc3ccccc3)no2)N1	1231	1661
CCCOc1cc(C)c(S(=O)(=O)NC2CC(C)(C)NC(C)(C)C2)cc1C	1432	1881
OCC1(Cc2ccc(Cl)cc2)CCN(Cc2ccc(Oc3ncccn3)cc2)CC1	1504	1914
COc1ccc(S(=O)(=O)NNC(=O)C2CC(c3cccnc3)=NO2)cc1 (stereo not drawn)	1419	1668
CCN(C(=O)CN1c2ccccc2CC1C)c1c(N)n(Cc2ccccc2)c(=O)[nH]c1=O (stereo not drawn)	1526	1679
COc1ccc(/C=C(\C#N)C(=O)Nc2cc(S(=O)(=O)N3CCOCC3)ccc2N2CCCC2)cc1	1677	1953
O=C(Nc1cccc(F)c1)NC1CCN(Cc2ccccc2)CC1	1309	1854
Oc1cccc(/C=N/N(Cc2ccccc2)c2ccccc2)c1	1376	1812
N#C/C(=C\c1ccc(Cl)c([N+](=O)[O-])c1)c1ccccn1	1791	1934
CC1CCCC(C)N1C(=O)COC(=O)C(Cc1ccccc1)NC(=O)c1cccs1 (stereo not drawn)	1251	1558
COc1cccc(OC)c1C(=O)NC(=S)Nc1cc(-c2nc3ccccc3[nH]2)ccc1Cl	2008	2075
Cc1c(NC(=O)C(=O)/C=C(\O)c2ccc(Cl)cc2)c(=O)n(-c2ccccc2)n1C	1557	2127
O=C(Nc1cccc(S(=O)(=O)N2CCOCC2)c1)c1cn(-c2ccccc2)nc1-c1ccc(F)cc1	1781	1581
COc1ccc(NC(=O)CSc2nnnn2C2CCCC2)cc1	1331	1662

Given with bars between the fields: 2 of the compounds above.
smiles | SRC3 TRFRET art | SRC1 TRFRET art
CC1CCCC(C)N1C(=O)COC(=O)C(Cc1ccccc1)NC(=O)c1cccs1 (stereo not drawn) | 1251 | 1558
COc1cccc(OC)c1C(=O)NC(=S)Nc1cc(-c2nc3ccccc3[nH]2)ccc1Cl | 2008 | 2075

A different layout for some results above:
Order of values – SRC3 TRFRET art, SRC1 TRFRET art
O=C(Nc1cccc(S(=O)(=O)N2CCOCC2)c1)c1cn(-c2ccccc2)nc1-c1ccc(F)cc1
    1781, 1581
O=C(Nc1cccc(F)c1)NC1CCN(Cc2ccccc2)CC1
    1309, 1854
COc1cccc(OC)c1C(=O)NC(=S)Nc1cc(-c2nc3ccccc3[nH]2)ccc1Cl
    2008, 2075
N#C/C(=C\c1ccc(Cl)c([N+](=O)[O-])c1)c1ccccn1
    1791, 1934
Oc1cccc(/C=N/N(Cc2ccccc2)c2ccccc2)c1
    1376, 1812
COc1ccc(/C=C(\C#N)C(=O)Nc2cc(S(=O)(=O)N3CCOCC3)ccc2N2CCCC2)cc1
    1677, 1953

More structures.
SMILES	SRC3 TRFRET art	SRC1 TRFRET art
O=C(O)Cn1cc(/C=C2/SC(=O)N(CC(=O)N3CCCCCC3)C2=O)c2ccccc21	1387	1597
COc1ccc(NC(=O)c2ccc3c(c2)n(C)c(=O)n3C)cc1	1658	1757
COc1cc(-c2cc(C(=O)OCC(=O)Nc3ccc4c(c3)OCO4)c3ccccc3n2)cc(OC)c1OC	1614	1993
Cc1sc2nc(CSCC(=O)NC(C)(C)C)[nH]c(=O)c2c1C	1604	1737
CCOC(=O)N1CCN(C(=O)C(=O)NNC(=O)COc2ccc(Cl)cc2)CC1	1474	1582
CNCC(O)CN(c1ccccc1)c1ccccc1 (stereo not drawn)	1627	1926
CCC(=O)Nc1ccc2nc(SCC(=O)N3CCOCC3)sc2c1	1559	1709
COc1cc([N+](=O)[O-])ccc1Nc1nc(C)cc(C)n1	1416	1921
O=C(Nc1ccccc1-c1ccccc1)C1CCCCC1	1604	1806
Cc1cc(N2CCN(c3nnnn3-c3ccccc3)CC2)n2ncnc2n1	1829	1656
COc1cc2c(c3oc(-c4ccccc4)cc(=O)c13)C=CC(C)(C)O2	1433	1610
O=C(Cc1ccc(S(=O)(=O)N2CCOCC2)s1)Nc1ccc(N2CCOCC2)cc1	1654	1998

Copied from the list.
Entry of O=C(Cc1ccc(S(=O)(=O)N2CCOCC2)s1)Nc1ccc(N2CCOCC2)cc1 under SRC3 TRFRET art: 1654
Entry of Cc1cc(N2CCN(c3nnnn3-c3ccccc3)CC2)n2ncnc2n1 under SRC3 TRFRET art: 1829
Entry of CCC(=O)Nc1ccc2nc(SCC(=O)N3CCOCC3)sc2c1 under SRC3 TRFRET art: 1559
Entry of Cc1sc2nc(CSCC(=O)NC(C)(C)C)[nH]c(=O)c2c1C under SRC1 TRFRET art: 1737
Entry of COc1cc([N+](=O)[O-])ccc1Nc1nc(C)cc(C)n1 under SRC1 TRFRET art: 1921

Next part
SMILES	SRC3 TRFRET art	SRC1 TRFRET art
CCC(=O)N1CCc2cc(S(=O)(=O)NC(Cc3ccccc3)C(=O)Nc3nccs3)ccc21 (stereo not drawn)	1794	1994
CN1CCN(C(=O)/C=C\C(=O)O)CC1	1500	1967
CCOC(=O)c1nn(-c2cccc(Cl)c2)c2nc(Nc3ccccc3)cc(=O)n12	1416	1634
CN(C)c1ccc(P(=O)(CC(=O)N/N=C/c2ccc(C#N)cc2)OCCCl)cc1 (stereo not drawn)	1667	1972
CN1C/C(=N\S(=O)(=O)c2ccccc2)N(C)C1=O	1368	1813
CC1=NN(c2ccc([N+](=O)[O-])cc2)C(c2ccccc2)C1 (stereo not drawn)	1678	1947
Cc1ccc2[nH]c(=O)c(CN(C(=O)c3cccs3)c3ccccc3)cc2c1	1576	1793
C#CCOCCOCCOCCNc1nc(N2CCOCC2)nc(N2CCN(C(=O)[C@H](Cc3ccc(O)cc3)n3cc([C@@H](N)C(C)CC)nn3)CC2)n1 (stereo partly drawn)	1562	1878
Cn1cccc1Cc1nnc(SCC(N)=O)n1CCc1ccccc1	1846	1814
Cc1c(NC(=S)NC(=O)c2cc3ccccc3o2)c(=O)n(-c2ccccc2)n1C	1398	1951
COc1ccc(Cl)cc1C(=O)N1CCN=C1SC	1373	1654
COC(=O)C(NC(=O)CNS(=O)(=O)c1ccc(Br)cc1)c1ccccc1 (stereo not drawn)	1637	1923
O=C(Oc1ccc(O)cc1)C12CC3CC(CC(C3)C1)C2	1343	1577
COC(=O)C1=C(C)NC(=O)NC1c1ccco1 (stereo not drawn)	1384	1538
CCN(CC)C(=O)/C(=C\c1cccc([N+](=O)[O-])c1)NC(=O)c1ccco1	1745	1819
CCOc1[nH]n(-c2ccccc2)c(=O)c1C=NCc1ccncc1	1631	1863
Cc1ccc(C)c2nc(Cl)c(C3NC(=O)c4ccccc4N3)cc12 (stereo not drawn)	1455	1839
OCCC1CN(Cc2ccc3nsnc3c2)CCN1CCc1ccccc1 (stereo not drawn)	1545	1780
O=C(COC(=O)/C=C/c1ccccc1)NCc1ccc(Cl)cc1	1555	1783
CCNc1nc(NCC)n2c(SCC(=O)Nc3ccccc3[N+](=O)[O-])nnc2n1	1479	1689
